# ATXN2 expr inh – Primary qHTS for Inhibitors of ATXN expression; Potency, µM (series often up to 57 µM), for inactives: top-dose activity change, negative = inhibition, usual class: inhibitors; hit rate 0.72% among 360,000; HEK-293 ATXN2-luciferase reporter, luminescence, 24 h; AID 1745845, 2022; active means well fitted inhibition curve with a large enough effect; inconclusive means small, poorly fitted or top-dose-only effect; inactive means no such curve, though single readings can be large or run the other way; further: nearly all actives have a fitted effect of over 55% in size
#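 ATXN2-luciferase reporter cells (luciferase flanked by upstream and downstream ATXN2 gene portions) were treated 24 h at 37 °C with compounds at up to 57 uM. SteadyGlo luminescence gave expression; GF-AFC fluorescence gave viability.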
# * = called active by the depositor; ? = inconclusive; [ ] = another dose, or the depositor's remark. On the % scale 0 is the no-effect control and ±100 the full control effect; potency means the concentration at half of the fitted maximal effect. An excerpt; count on the stated rates, not on these rows.
no.	structure	ATXN2 expr inh
1	N[C@@]1(C(=O)O)CS(=O)(=O)[C@H]2[C@H](C(=O)O)[C@H]21	-12.7%
2	COc1cccc(-c2cc(=O)c3ccccc3o2)c1N	25.8%
3	O=C(O)C=Cc1ccc(Cn2ccnc2)cc1	-0.5%
4	O=C(NOCC(O)CO)c1cc(Br)c(F)c(F)c1Nc1ccc(I)cc1F (stereo not given)	-6.8%
5	CC(C)C(C)C=CC(C)C1CCC2C3=CC=C4CC(O)CCC4(C)C3CCC21C (stereo not given)	3.7%
6	OC[C@H]1O[C@@H](Oc2ccc(O)cc2)[C@H](O)[C@@H](O)[C@H]1O	9.2%
7	COc1ccc(S(=O)(=O)Nc2cc(-c3c(O)ccc4ccccc34)c(O)c3ccccc23)cc1	?
8	CN(C1CCc2c(c3ccccc3n2CC(=O)O)C1)S(=O)(=O)c1ccc(F)cc1 (stereo not given)	-9.0%
9	Nc1ccc(C(=O)Nc2cccc(-c3nc(N4CCOCC4)c4oc5ncccc5c4n3)c2)cn1	?
10	Cc1cn2c(-c3cn[nH]c3)cnc2c(Nc2ccc(C(=O)N3CCNCC3)cc2F)n1	?
11	NC[C@H]1O[C@H](O[C@H]2[C@@H](O)[C@@H](O[C@H]3O[C@H](CO)[C@@H](O)[C@H](N)[C@@H]3O)[C@H](N)C[C@@H]2N)[C@H](N)C[C@H]1O	-11.1%
12	O=[N+]([O-])c1ccc(Nc2ccccc2-c2ccccc2)c2nonc12	-28.6%
13	CN(C)Cc1c(C(=O)NCCOc2ccc(C(=O)NO)cc2)oc2ccccc12	119.5%[activator]
14	COc1cc2nccc(Oc3ccc(NC(=O)Nc4ccc(F)cc4F)c(F)c3)c2cc1OC	?
15	OCc1ccc(-c2ccc(-c3ccc(CO)s3)o2)s1	?
16	CCOC(=O)C=C[C@H](C[C@@H]1CCNC1=O)NC(=O)[C@@H](CC(=O)[C@@H](NC(=O)c1cc(C)on1)C(C)C)Cc1ccc(F)cc1	12.6%
17	CCN(CC)CCCCNc1ncc2c(n1)N(C)C(=O)N(c1c(Cl)c(OC)cc(OC)c1Cl)C2	?
18	Cc1c2oc3c(C)ccc(C(=O)NC4C(=O)NC(C(C)C)C(=O)N5CCCC5C(=O)N(C)CC(=O)N(C)C(C(C)C)C(=O)OC4C)c3nc-2c(C(=O)NC2C(=O)NC(C(C)C)C(=O)N3CCCC3C(=O)N(C)CC(=O)N(C)C(C(C)C)C(=O)OC2C)c(N)c1=O (stereo not given)	0.0004µM*
19	Cc1ccc([C@@H]2O[C@H](CO)[C@@H](O)[C@H](O)[C@@H]2O)cc1Cc1ccc(-c2ccc(F)cc2)s1	?
20	NC(=O)c1ccc2nc(-c3ccc(Oc4ccc(Cl)cc4)cc3)[nH]c2c1	27.7%
21	O=S(=O)(O)CCSSCCS(=O)(=O)O	6.5%
22	Nc1ccccc1NC(=O)c1ccc(CNc2nccc(-c3cccnc3)n2)cc1	69.2%[activator]
23	CC(=O)ON=C1C(c2c(O)[nH]c3cc(Br)ccc23)=Nc2ccccc21	?
24	CC(C)=CCCC(C)=CCCC(C)=CCSc1ccccc1C(=O)O	?
25	COC1=C2C[C@@H](C)C[C@H](OC)[C@@H](O)[C@@H](C)C=C(C)[C@H](OC(N)=O)[C@@H](OC)C=CC=C(C)C(=O)NC(=CC1=O)C2=O	0.769µM*
26	O=C1NC(=O)C(=Cc2cccc(C(F)(F)F)c2)S1	21.6%
27	COc1ccc(CCC(=O)c2c(O)cc(O[C@@H]3O[C@H](CO)[C@@H](O)[C@H](O)[C@@H]3O[C@@H]3O[C@@H](C)[C@H](O)[C@@H](O)[C@@H]3O)cc2O)cc1O	-2.1%
28	COc1cccc2c1CCCC2CCCN1CCN(C2CCCCC2)CC1 (stereo not given)	?
29	CC(C)[C@H](O)C(=O)N[C@@H](C)C(=O)N[C@@H]1C(=O)N(C)CCc2ccccc21	23.2%
30	O=C1NC(=O)C(=Cc2ccc(-c3ccc(F)cc3)o2)S1	23.2%
31	O=c1ccn([C@@H]2O[C@H](CO)[C@H](O)[C@@H]2F)c(=O)[nH]1	-8.9%
32	CCOC(=O)C1=C(C)NC(=S)NC1c1cccc(O)c1 (stereo not given)	?
33	CCN(CC)CCCC(C)Nc1nc(C)cc(Nc2ccc3nc(C)cc(N)c3c2)n1 (stereo not given)	-6.2%
34	CCc1cnn2c(NCc3ccc[n+]([O-])c3)cc(N3CCCC[C@@H]3CCO)nc12	0.0137µM*
35	CS[C@H]1SC[C@@H]2C(=O)N(C)[C@H](C(C)C)C(=O)OC[C@H](NC(=O)c3cnc4ccccc4n3)C(=O)N[C@H](C)C(=O)N(C)[C@@H]1C(=O)N(C)[C@H](C(C)C)C(=O)OC[C@H](NC(=O)c1cnc3ccccc3n1)C(=O)N[C@H](C)C(=O)N2C	0.0109µM*
36	COc1nccc(-c2c(-c3ccc(F)cc3)ncn2C2CCNCC2)n1	?
37	NCC(=O)Nc1ccc(-n2nc(C(F)(F)F)cc2-c2ccc3c(ccc4ccccc43)c2)cc1	?
38	CN(C)CCN(C)C(=O)c1ccc(NC(=O)Nc2ccc(-c3nc(N4CCOCC4)c4ccn(CC(F)(F)F)c4n3)cc2)cc1	?
39	CNC(=O)c1ccc(N2C(=S)N(c3ccc(C#N)c(C(F)(F)F)c3)C(=O)C2(C)C)cc1F	-6.9%
40	c1ccc(-c2nn3c(c2-c2ccnc4cc(OCCN5CCOCC5)ccc24)CCC3)nc1	?

# Nothing new here: 18 of the compounds above.
no.	structure	ATXN2 expr inh
20	NC(=O)c1ccc2nc(-c3ccc(Oc4ccc(Cl)cc4)cc3)[nH]c2c1	27.7%
21	O=S(=O)(O)CCSSCCS(=O)(=O)O	6.5%
22	Nc1ccccc1NC(=O)c1ccc(CNc2nccc(-c3cccnc3)n2)cc1	69.2%[activator]
23	CC(=O)ON=C1C(c2c(O)[nH]c3cc(Br)ccc23)=Nc2ccccc21	?
24	CC(C)=CCCC(C)=CCCC(C)=CCSc1ccccc1C(=O)O	?
25	COC1=C2C[C@@H](C)C[C@H](OC)[C@@H](O)[C@@H](C)C=C(C)[C@H](OC(N)=O)[C@@H](OC)C=CC=C(C)C(=O)NC(=CC1=O)C2=O	0.769µM*
26	O=C1NC(=O)C(=Cc2cccc(C(F)(F)F)c2)S1	21.6%
27	COc1ccc(CCC(=O)c2c(O)cc(O[C@@H]3O[C@H](CO)[C@@H](O)[C@H](O)[C@@H]3O[C@@H]3O[C@@H](C)[C@H](O)[C@@H](O)[C@@H]3O)cc2O)cc1O	-2.1%
28	COc1cccc2c1CCCC2CCCN1CCN(C2CCCCC2)CC1 (stereo not given)	?
29	CC(C)[C@H](O)C(=O)N[C@@H](C)C(=O)N[C@@H]1C(=O)N(C)CCc2ccccc21	23.2%
30	O=C1NC(=O)C(=Cc2ccc(-c3ccc(F)cc3)o2)S1	23.2%
31	O=c1ccn([C@@H]2O[C@H](CO)[C@H](O)[C@@H]2F)c(=O)[nH]1	-8.9%
32	CCOC(=O)C1=C(C)NC(=S)NC1c1cccc(O)c1 (stereo not given)	?
33	CCN(CC)CCCC(C)Nc1nc(C)cc(Nc2ccc3nc(C)cc(N)c3c2)n1 (stereo not given)	-6.2%
34	CCc1cnn2c(NCc3ccc[n+]([O-])c3)cc(N3CCCC[C@@H]3CCO)nc12	0.0137µM*
35	CS[C@H]1SC[C@@H]2C(=O)N(C)[C@H](C(C)C)C(=O)OC[C@H](NC(=O)c3cnc4ccccc4n3)C(=O)N[C@H](C)C(=O)N(C)[C@@H]1C(=O)N(C)[C@H](C(C)C)C(=O)OC[C@H](NC(=O)c1cnc3ccccc3n1)C(=O)N[C@H](C)C(=O)N2C	0.0109µM*
36	COc1nccc(-c2c(-c3ccc(F)cc3)ncn2C2CCNCC2)n1	?
37	NCC(=O)Nc1ccc(-n2nc(C(F)(F)F)cc2-c2ccc3c(ccc4ccccc43)c2)cc1	?

# Later entries
no.	structure	ATXN2 expr inh
41	COc1cccc(OC)c1-c1cc(C(=O)NC2(C(=O)O)C3CC4CC(C3)CC2C4)nn1-c1ccnc2cc(Cl)ccc12 (stereo not given)	?
42	CC1(COc2ccc3c(c2)ncn3-c2ccc3cccc(N4CCC(N)CC4)c3n2)COC1	12.2µM*
43	C[C@]12CC[C@@H]3c4ccc(O)cc4CC[C@H]3[C@H]1C[C@@H](O)[C@H]2O	10.5%
44	CN(C)c1ccccc1CN1CCCN(Cc2ccccc2N(C)C)C1c1ccncc1	?
45	COCCOc1nc(-c2ccc(Cl)c(Cl)c2)n(-c2ccc(NC(=O)CCl)cc2)n1	?
46	C[C@H](NCc1ccc2c(c1)nc(NC(=O)c1ccc(-c3cn[nH]c3)s1)n2CCc1ccccc1)C(C)(C)C	1.93µM*
47	Nc1nc(=O)n([C@H]2C[C@H](O)[C@@H](CO)O2)cc1F	0.306µM*
48	NC[C@H]1O[C@H](O[C@@H]2[C@@H](O)[C@@H](O[C@H]3O[C@H](CO)[C@@H](O)[C@H](N)[C@@H]3O)[C@H](N)C[C@@H]2N)[C@H](O)[C@@H](O)[C@H]1O	-0.2%
49	Cc1ccccc1-n1c(Cn2nc(-c3cccc(O)c3)c3c(N)ncnc32)nc2cccc(C)c2c1=O	?
50	O=C(C=Cc1cccc(S(=O)(=O)Nc2ccccc2)c1)NO	89.0%[activator][116 µM]
51	O=c1ccn([C@@H]2O[C@H](CO)[C@H](O)[C@H]2O)c(=O)[nH]1	1.4%
52	CC(=O)Nc1sc2c(c1-c1nc3ccccc3s1)CNC2	21.7µM*
53	CCN(CC)CCCCNc1nc2cc(Cl)c(Cl)cc2nc1-c1ccc(-c2cccs2)s1	21.7µM*
54	C[C@@H]1CC[C@@]2(OC1)OC1CC3C4CC=C5CC(O)CCC5(C)C4CCC3(C)C1[C@@H]2C (stereo not given in full)	0.2%
55	C=C1C(=O)[C@@]23C(CC[C@@H]1[C@H]2O)[C@@]12CO[C@]3(O)[C@@H](O)[C@@H]1C(C)(C)CC[C@@H]2O (stereo not given in full)	9.68µM*
56	CCCCS(=N)(=O)CCC(N)C(=O)O (stereo not given)	1.9%
57	OC[C@H]1O[C@@H](n2cnc3c2NC=NC[C@@H]3O)C[C@H]1O	-8.3%
58	CC(C)(C)c1cc(C(C)(C)C)c(NC(=O)c2c[nH]c3ccccc3c2=O)cc1O	8.0%
59	COc1ccc2c(Oc3ccc(NC(=O)c4c(C)n(CC(C)(C)O)n(-c5ccccc5)c4=O)cc3F)ccnc2c1	?
60	CCCn1c(=O)c2[nH]c(C34CC5CC3C[C@@H](C5)C4)nc2n(CCC)c1=O	?
61	O=C(NCCS(=O)(=O)c1ccc(C(F)(F)F)cn1)c1ccc(Cl)cc1	2.3%
62	CN(C(Cc1ccc(OS(=O)(=O)c2cccc3cnccc23)cc1)C(=O)N1CCN(c2ccccc2)CC1)S(=O)(=O)c1cccc2cnccc12 (stereo not given)	-13.1%
63	COC(=O)C=CC(=O)OC	11.9%
64	c1nc2nc(Nc3ccc(N4CCOCC4)cc3)nc(NC3CCCCC3)c2[nH]1	24.3µM*
65	CCCCCOC(=O)Nc1nc(=O)n([C@@H]2O[C@H](C)[C@@H](O)C2O)cc1F (stereo not given in full)	-9.6%
66	CC[C@@]1(O)C[C@H](O[C@H]2C[C@H](N(C)C)[C@H](O[C@H]3C[C@H](O)[C@H](O[C@H]4CCC(=O)[C@H](C)O4)[C@H](C)O3)[C@H](C)O2)c2c(cc3c(c2O)C(=O)c2c(O)cccc2C3=O)[C@@H]1C(=O)OC	?
67	CCOC(=O)[C@@H](N)Cc1ccc(-c2cc(O[C@H](c3ccc(Cl)cc3-n3ccc(C)n3)C(F)(F)F)nc(N)n2)cc1	?
68	CCOc1cc(C(=O)Nc2ccc(Cl)c(-c3nc4ccccc4[nH]3)c2)cc(OCC)c1OCC	?
69	CC[C@H](CC[C@@H](C)[C@H]1CC[C@H]2[C@@H]3CC=C4C[C@@H](O)CC[C@]4(C)[C@@H]3CC[C@]12C)C(C)C	-9.4%
70	CO[C@H]1/C=C\O[C@@]2(C)Oc3c(C)c(O)c4c(O)c(c5c(nc6cc(C)ccn65)c4c3C2=O)NC(=O)C(C)=CC=C[C@H](C)[C@H](O)[C@@H](C)[C@@H](O)[C@@H](C)[C@H](OC(C)=O)[C@H]1C	-9.9%
71	CC(Cc1ccc(O)c(O)c1)(NN)C(=O)O (stereo not given)	?
72	CN[C@@H](C)[C@H]1[C@H](O)C[C@@]2(C)[C@@H]3CC[C@H]4C(C)(C)[C@@H](NC)CC[C@@]45C[C@@]35CC[C@]12C	-1.4%
73	O=C(Nc1cccc(Nc2ncc(Br)c(NCCc3cnc[nH]3)n2)c1)N1CCCC1	19.3µM*
74	NC1(Cc2ccc(Cl)cc2)CCN(c2ncnc3[nH]ccc23)CC1	27.3µM*
75	COC1CCC(C(=O)c2ccc3nc4c(cc3c2)CCCO4)CC1 (stereo not given)	30.6µM*
76	Cc1cnc(Nc2ccc(F)cc2Cl)nc1-c1c[nH]c(C(=O)N[C@H](CO)c2cccc(Cl)c2)c1	24.3µM*
77	C=CCNC1=C2C[C@@H](C)C[C@H](OC)[C@@H](O)[C@@H](C)C=C(C)[C@H](OC(N)=O)[C@@H](OC)C=CC=C(C)C(=O)NC(=CC1=O)C2=O	1.09µM*
78	CC[C@]12C=CCN3CC[C@@]4(c5cc([C@@]6(C(=O)OC)C[C@H]7C[C@@H](C(C)(F)F)CN(Cc8c6[nH]c6ccccc86)C7)c(OC)cc5N(C)[C@H]4[C@@](O)(C(=O)OC)[C@H]1OC(C)=O)[C@@H]32	-15.0%
79	CC(C)[C@H](CO)Nc1nc(Nc2ccc(C(=O)O)c(Cl)c2)c2ncn(C(C)C)c2n1	?

# Screens: PubChem BioAssay, National Center for Advancing Translational Sciences (NCATS)
